# Screening data deposited in PubChem by The Scripps Research Institute Molecular Screening Center.
# V1R ag counter: counter-screen for oxytocin receptor agonists: human V1a receptor agonists | P37288 | CHO-V1R cells, Fluo-8 calcium fluorescence, agonist mode; 0% DMSO, 100% 3 nM vasopressin | activation, % at 3 µM | hit rate 0.25% among 320,000;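 active = activation above the mean activation of all tested compounds plus 3 SD, per screening run, cut at about 20% in these data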;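 also: signal is peak over basal fluorescence ratio across a 100 second FLIPR read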
# GPR7 antagonist: blocks human GPR7 receptor signaling. P48145. inhibition, % at 4.4 µM. GPR7-expressing cells, fluorescence antagonist assay. hit rate 1.1% among 290,000; in the data active = inhibition above about 16%, passing the limit was not always enough;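 also: cells stimulated with the agonist NPW; 0% = agonist with vehicle and 100% = vehicle without agonist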
# Target sequence (P48145 whole entry, looked up): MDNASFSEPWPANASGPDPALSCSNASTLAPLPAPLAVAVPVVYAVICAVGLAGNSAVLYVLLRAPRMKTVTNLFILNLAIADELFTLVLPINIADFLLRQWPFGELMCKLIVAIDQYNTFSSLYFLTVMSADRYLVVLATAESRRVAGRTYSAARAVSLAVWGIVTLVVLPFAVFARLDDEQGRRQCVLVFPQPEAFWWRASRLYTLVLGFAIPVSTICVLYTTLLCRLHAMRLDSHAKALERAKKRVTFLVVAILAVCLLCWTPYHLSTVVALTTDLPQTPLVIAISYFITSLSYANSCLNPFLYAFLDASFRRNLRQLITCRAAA
# CHO-K1 Ca antag: counter-screen for M1 antagonists: effect in parental CHO-K1 cells. ATP-induced calcium, Fluo-8 fluorescence. inhibition, % at 3 µM. hit rate 0.6% among 360,000. AID 602250;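 active = inhibition above a per-plate cutoff, the plate's mean sample inhibition plus 3 SD, cut at about 24% in these data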;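 also: 0% = DMSO plus EC80 ATP and 100% = DMSO alone without ATP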
# OXTR ag: agonists of human oxytocin receptor; P30559; CHO-OTR cells, Fluo-8 calcium fluorescence; normalized: DMSO 0%, oxytocin 100%; activation, % at 3 µM; hit rate 0.32% among 320,000; AID 2435;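 active = activation above the mean of all tested compounds plus 3 SD, cutoff set per screening run, cut at about 20% in these data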;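 also: peak over basal fluorescence ratio from a 100 s FLIPR kinetic read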
# Target sequence (P30559 whole entry, looked up): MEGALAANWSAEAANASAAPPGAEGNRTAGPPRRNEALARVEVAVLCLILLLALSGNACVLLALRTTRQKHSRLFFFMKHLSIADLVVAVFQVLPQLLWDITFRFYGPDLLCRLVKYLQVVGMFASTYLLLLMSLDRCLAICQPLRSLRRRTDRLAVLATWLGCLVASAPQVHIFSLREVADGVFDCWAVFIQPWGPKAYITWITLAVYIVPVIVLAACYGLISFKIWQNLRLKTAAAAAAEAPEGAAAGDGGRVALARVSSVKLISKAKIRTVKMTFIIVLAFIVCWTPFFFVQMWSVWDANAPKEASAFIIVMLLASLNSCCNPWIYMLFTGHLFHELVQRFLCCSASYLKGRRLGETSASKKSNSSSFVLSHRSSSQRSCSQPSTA
# CHO parental Ca: counter-screen for OX1R antagonists: effect in parental CHO cells | parental CHO-K1, ATP-induced calcium, Fluo-8 fluorescence | inhibition, % at 5.6 µM | hit rate 0.63% among 330,000 | AID 463079;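 active = inhibition above that plate's mean sample inhibition plus 3 SD, cut at about 26% in these data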;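 also: 0% = ATP-challenged DMSO wells and 100% = DMSO wells without ATP; some compounds past the cut are filed as inactive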
#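 Test system: untransfected parental CHO cell line; also added: ATP stimulus; dosing: 5.6 µM, single dose; signal: calcium-sensitive Fluo-8 fluorescence; measure: percent inhibition of ATP-evoked calcium rise, normalized to controls; benchmarks: low control ATP plus DMSO, high control DMSO only; replication: one well per compound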
# CHO-K1 Ca PAM: M1 PAM counterscreen hit in parental CHO-K1 cells; ATP EC20, Fluo-8 calcium fluorescence; 0% at ATP EC20, 100% at ATP max; hit rate 0.02% among 360,000; AID 602247; activation, % at 3 µM;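 active = activation above the run cutoff, the mean activation of all test compounds plus 3 SD, cut at about 40% in these data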;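 also: peak over basal fluorescence ratio in a 140 s read after ATP addition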
# TAAR1 antagonist: antagonists of human TAAR1 | Q96RJ0 | CHO RD-HGA16 TAAR1, Fluo-8 calcium fluorescence, antagonist | inhibition, % at 3 µM | hit rate 1.5% among 360,000;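 active = inhibition above a per-plate cutoff, the mean inhibition of test compounds on that plate plus 3 SD, cut at about 49% in these data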;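 also: 0% = DMSO plus EC80 beta-PEA response and 100% = DMSO alone without agonist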
# Target sequence (Q96RJ0 whole entry, looked up): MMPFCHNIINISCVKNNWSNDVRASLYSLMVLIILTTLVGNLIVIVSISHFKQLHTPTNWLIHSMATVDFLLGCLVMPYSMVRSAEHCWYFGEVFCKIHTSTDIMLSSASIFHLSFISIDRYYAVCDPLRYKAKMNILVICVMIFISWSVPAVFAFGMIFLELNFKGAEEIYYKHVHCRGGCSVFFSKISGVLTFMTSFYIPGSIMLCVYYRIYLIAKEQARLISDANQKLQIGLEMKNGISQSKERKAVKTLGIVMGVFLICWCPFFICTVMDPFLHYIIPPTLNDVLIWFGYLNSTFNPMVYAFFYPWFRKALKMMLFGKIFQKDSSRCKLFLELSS
#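 Assay system: CHO-derived RD-HGA16 cells stably expressing human TAAR1 plus Gα16. Timing: 140 s kinetic read after compound, 140 s after agonist. Technique: kinetic Fluo-8 calcium fluorescence measurement. Measure: % inhibition of agonist calcium response.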
# M1 ag parental: nonselective activator or artifact in parental CHO-K1 cells; Fluo-8 calcium fluorescence; scaled to maximal ATP response, vehicle zero; hit rate 0.48% among 360,000; activation, % at 3 µM; in the data active = activation above about 15%;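 also: untransfected CHO-K1 host cells lacking M1 receptor as counterscreen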
# OXTR potentiate: human OXTR potentiation; P30559; CHO-OTR cells, Fluo-8 calcium fluorescence, potentiator mode; 0% = oxytocin EC15, 100% = EC100; activation, % at 3 µM; hit rate 0.061% among 320,000; AID 2445;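 active = activation above that plate's cutoff, the mean activation of tested compounds plus 3 SD, cut at about 6.6% in these data, passing the limit was not always enough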;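 also: 100% uses oxytocin at 75 nM as the full agonist control; some results filed as inactive read as strong as hits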
#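 Assay system: CHO-OTR cells, human receptor / Also added: oxytocin at about EC15, sub-maximal agonist stimulus / Dosing: single dose, 3.0 µM nominal final compound concentration / Incubation: 6 min pre-incubation, 100 s read / Technique: Fluo-8 calcium dye fluorescence / Read-out: % activation vs EC15 and EC100 oxytocin / Benchmarks: EC15 oxytocin low, 75 nM oxytocin high / Replicates: singlicate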
# Active calls of the source: *; . = no result given.
SMILES,V1R ag counter,GPR7 antagonist,CHO-K1 Ca antag,OXTR ag,CHO parental Ca,CHO-K1 Ca PAM,TAAR1 antagonist,M1 ag parental,OXTR potentiate
NC(=O)C1(Nc2ccc([N+](=O)[O-])cc2)CCCC1,.,.,-9,.,.,11,-7,0.5,.
O=C(Nc1n[nH]c(=S)s1)c1ccc2ccccc2c1,1.4,13,19,5.8,15,-8,20,0.5,-7
CCNC(=O)COC(=O)c1cc(S(=O)(=O)N2CCCCC2)ccc1C,0.3,1,-10,1.5,-14,19,11,0.9,0
COC(=O)C1=C(C)N=C2SC(C)C(=O)N2C1/C=C/c1ccccc1 (stereo unspecified),-0.6,-6,-3,-1.7,-20,15,4,0.3,-14
Nc1ccccc1C(=O)NNC1=C(C(=O)C(F)(F)F)CCC1,6.5,-5,-8,-1.4,-6,22,-9,1.4,-8
COc1ccc(S(=O)(=O)NC2CC2)cc1Br,0.6,-9,11,-0.7,8,-12,-1,0.4,-1
COc1ccc(CCC(=O)NC(C)C)cc1,-0.3,-7,-16,-0.1,0,19,-17,0.6,-3
COCCn1c(SCC(=O)Nc2cccc(F)c2)nc2c(c1=O)SCC2,5.4,8,-11,-1.8,-19,-11,6,0.3,-3
COc1ccc(NC(=O)Cn2cnc3sc(C)c(S(=O)(=O)N4CCOCC4)c3c2=O)c(OC)c1,-0.9,-8,3,-1.8,-3,7,-11,0.4,-5
O=C(CSc1nc(COc2ccccc2)nc2ccccc12)NC1CCCC1,-1.6,-5,17,-0.9,-25,-8,19,0.3,-5
O=C(Nc1ccc(S(=O)(=O)N2CCCCC2c2cccnc2)cc1)c1c(F)cccc1F (stereo unspecified),4.1,4,-14,4.8,3,3,16,2.6,-2
COc1ccc(-c2ccc(OC)c([C@H]3[C@H]4C=CC[C@@H](C)[C@@H]4C(=O)N3Cc3ccccc3)c2)cc1,0.6,.,-7,-0.4,-14,16,-19,0.3,3
CCOc1ccc(C(=O)N[C@H](C(=O)NNC(=O)c2cccs2)C(C)C)cc1,0.3,.,-8,-0.8,-5,6,-1,-0.5,6
Cc1cc(C=O)c2c(c1)C=CC1(Oc3ccccc3C(=O)N1C)O2 (stereo unspecified),6.3,4,.,6.3,2,.,.,.,1
CCn1c(SC(C)C(=O)Nc2nccs2)nnc1-c1ccncc1 (stereo unspecified),0.3,-13,-2,-0.6,-2,4,2,0.1,-3

# Given with two lines to a compound: entries from further up
# Second line of a record – V1R ag counter, GPR7 antagonist, CHO-K1 Ca antag, OXTR ag, CHO parental Ca, CHO-K1 Ca PAM, TAAR1 antagonist, M1 ag parental, OXTR potentiate
- Nc1ccccc1C(=O)NNC1=C(C(=O)C(F)(F)F)CCC1
→ 6.5, -5, -8, -1.4, -6, 22, -9, 1.4, -8
- COc1ccc(S(=O)(=O)NC2CC2)cc1Br
→ 0.6, -9, 11, -0.7, 8, -12, -1, 0.4, -1
- COc1ccc(CCC(=O)NC(C)C)cc1
→ -0.3, -7, -16, -0.1, 0, 19, -17, 0.6, -3
- COCCn1c(SCC(=O)Nc2cccc(F)c2)nc2c(c1=O)SCC2
→ 5.4, 8, -11, -1.8, -19, -11, 6, 0.3, -3
- COc1ccc(NC(=O)Cn2cnc3sc(C)c(S(=O)(=O)N4CCOCC4)c3c2=O)c(OC)c1
→ -0.9, -8, 3, -1.8, -3, 7, -11, 0.4, -5

# Other structures:
SMILES,V1R ag counter,GPR7 antagonist,CHO-K1 Ca antag,OXTR ag,CHO parental Ca,CHO-K1 Ca PAM,TAAR1 antagonist,M1 ag parental,OXTR potentiate
CC(=O)NC(CC(=O)OCC(=O)N1CCN(S(=O)(=O)c2ccc(C)cc2C)CC1)c1ccccc1 (stereo unspecified),0.6,.,-2,-0.4,-8,2,-16,-0.2,-2
CCCc1cc(=O)n2[nH]cnc2n1,0.0,1,-3,0.2,8,-1,-11,-0.5,-14
COc1ccc(NC(=O)C2CC(=O)N(c3cccc(C)c3C)C2)cc1 (stereo unspecified),0.5,0,0,-0.5,-8,15,-2,0.3,-8
c1ccc(Cn2nnc3c(N4CCCCCC4)ncnc32)cc1,0.0,-3,11,-1.2,-20,13,3,1.2,-2
O=C1Nc2cccnc2Sc2ccccc21,1.0,5,-14,2.8,1,-5,13,0.9,-2
COc1ccccc1C(=O)NCCC(=O)Nc1ccc(S(=O)(=O)N2CCC(C)CC2)cc1,2.5,.,-2,0.8,-28,-6,11,0.8,0
Cc1onc(-c2ccccc2)c1C(=O)Nc1sccc1C#N,2.6,-7,-17,2.1,-13,-4,-5,3.1,-12
COCCNC(=S)N(CCc1c(C)[nH]c2ccc(F)cc12)Cc1cccnc1,3.5,10,0,0.4,-10,3,4,0.1,-8
COc1ccc(N(CC(=O)N2CCN(c3ccc(Cl)cc3)CC2)S(=O)(=O)c2c(C)n[nH]c2C)cc1,1.4,3,7,2.3,-21,-14,-9,0.5,-13
COc1cc(CC(NC(C)=O)C(=O)NC2CCN(C(=O)Nc3ccccc3C)CC2)cc(OC)c1 (stereo unspecified),1.0,-9,-12,-0.1,-8,10,-19,0.5,-5
CSc1ncccc1-c1nc2ccccc2[nH]1,0.3,-11,-5,-1.1,-6,9,0,0.5,-5
CC(OC(=O)C1CC=CCC1C(N)=O)C(Cl)=C(Cl)Cl (stereo unspecified),-0.2,-8,-7,-1.3,-1,9,16,0.8,0
CN(CC(=O)NCC1CCCO1)S(=O)(=O)c1ccc2ccccc2c1 (stereo unspecified),.,.,-5,.,.,8,0,0.5,.
O=C(Nc1ccc(S(=O)(=O)N2CCOCC2)cc1)c1cccc(Br)c1,0.8,7,-6,1.6,-3,4,8,1.6,-1
Cc1cc(=O)n2[nH]c(-c3ccco3)nc2n1,0.8,-2,-6,-0.3,3,3,5,0.6,-5
O=C(c1ccco1)c1cn(CC(=O)N2CCCC2)c2ccccc12,-0.1,-10,-12,-0.1,-11,4,-9,0.5,-1
COc1ccc(C2C(C#N)=C(C)NC3=C2S(=O)(=O)c2ccccc23)cc1 (stereo unspecified),-0.4,-5,-3,-1.3,-22,15,-14,1.1,-9
CCc1cc(=O)oc2cc(OCC(=O)NCc3ccccn3)ccc12,-0.5,-18,-15,0.9,-4,1,-12,2.0,6
CCNC(=O)C1(C)CCCN(CCOc2ccc(OC)cc2)C1 (stereo unspecified),.,.,-8,.,.,11,-4,1.0,.
CCc1ccc(N2C(=O)C(Cl)=C(Nc3ccc(C(=O)N4CCCC4)cc3)C2=O)cc1,3.6,.,-10,6.5,-6,2,.,0.8,-3
COc1ccc2nc(NC(=O)Cc3cccs3)sc2c1,-0.7,-7,-3,-1.0,5,14,-11,0.2,-10
CCOC(=O)C1CCN(C(=O)Nc2ccc3nc(C)c(C)nc3c2)CC1,0.7,-3,-1,-0.6,-16,2,1,0.3,-4
COC(=O)c1ccccc1S(=O)(=O)NNC(=O)c1ccccc1-n1cccc1,0.6,15,2,-0.2,-7,-2,-21,1.1,-9
O=C(CSc1nnc(-c2ccco2)n1CC1CCCO1)c1ccccc1 (stereo unspecified),-0.6,-3,-11,-0.7,-16,17,3,0.7,-6
COc1ccc(-c2cc(C(=O)N3CCc4ccccc4C3)no2)cc1OC,-0.4,-5,-11,-1.4,-32,10,1,0.4,-5
CCN(CC)S(=O)(=O)c1ccc(-c2nnc(SCC(=O)c3ccc(OC)cc3)o2)cc1,3.2,-1,0,1.7,-7,19,-19,0.2,-9
Cc1ccc(S(=O)(=O)N2CCC3(CC2)OCCO3)c(C)c1,0.9,-9,-4,1.6,-1,-9,-3,1.0,2
Cc1ccc2nc(-c3ccsc3)c(NC3CCCC3)n2c1,-1.0,3,-3,-0.3,-28,9,1,4.0,3
COC[C@@H]1CCCN1c1ccc2c(c1)O[C@@H](COCc1ccccc1)CN([C@H](C)c1ccccc1)S2(=O)=O,.,.,4,.,.,-11,-16,1.3,.
CCCCCCC(NC(=O)Cc1ccc2ccccc2c1)C(=O)O (stereo unspecified),.,.,-7,.,-7,-5,-1,-0.1,.

# The last 2 compounds of the section above come first, to join the parts.
SMILES,V1R ag counter,GPR7 antagonist,CHO-K1 Ca antag,OXTR ag,CHO parental Ca,CHO-K1 Ca PAM,TAAR1 antagonist,M1 ag parental,OXTR potentiate
COC[C@@H]1CCCN1c1ccc2c(c1)O[C@@H](COCc1ccccc1)CN([C@H](C)c1ccccc1)S2(=O)=O,.,.,4,.,.,-11,-16,1.3,.
CCCCCCC(NC(=O)Cc1ccc2ccccc2c1)C(=O)O (stereo unspecified),.,.,-7,.,-7,-5,-1,-0.1,.
CN1CC(=O)NC1=NC(=O)c1cc(F)c(F)cc1Cl,0.5,8,13,-0.7,-3,-7,-3,-0.2,-11
CCC(=O)OCC(=O)Nc1cc(S(=O)(=O)N(C)C)ccc1Cl,0.6,-3,-6,0.8,-9,-10,-7,0.6,-4
Cn1cnc(S(=O)(=O)N2CCCCC2c2cc(C(=O)Nc3ccc(F)c(Cl)c3)no2)c1 (stereo unspecified),.,.,-6,.,.,18,18,2.7,.
CN(Cc1ccccc1)C(=O)c1ccc2nc([C@@H]3O[C@H](CO)[C@H](O)[C@H](O)[C@H]3O)[nH]c2c1,.,.,0,.,.,-5,-23,0.4,.
CCOC(=O)c1oc2ccccc2c1NC(=O)C1CCCCC1,-0.3,4,-2,-1.1,-12,2,.,4.0,-1
COc1cccc(-c2ccc(C#N)c(SCC(=O)NCCc3cccc(Cl)c3)n2)c1,6.0,2,-15,5.3,-9,4,72*,-0.3,0
CCOc1ccc(NC(=O)CC2C(=O)N(CC)C(=S)N2CCN2CCOCC2)cc1 (stereo unspecified),1.6,-1,8,0.3,-22,-21,-13,0.6,-9
CSc1ccc(/C=N/N2CCN(Cc3ccccc3Cl)CC2)cc1,-0.1,-3,-10,-1.5,-12,14,-7,4.1,-5
COc1ccc2[nH]c(=O)c(CN(Cc3cccnc3)C(=O)Nc3ccccc3)cc2c1,2.7,-7,1,-1.0,-6,10,34,4.4,0
CCn1c(C(C)C)n[nH]c1=S,0.7,-3,-10,0.3,-9,8,-3,0.1,-3
O=C(Cc1ccc(S(=O)(=O)N2CCOCC2)s1)Nc1cc(C(F)(F)F)cc(C(F)(F)F)c1,7.1,.,12,3.6,-2,-24,21,0.4,-9
CCOC(=O)c1cc(C)nc(Sc2ccc(C)cc2)c1C#N,-0.5,-19,-11,-1.3,-18,3,-35,0.1,-5
COc1cccc(-n2c(COc3ccccc3C)nnc2SCC(=O)O)c1,0.8,-5,-6,-0.6,5,7,5,0.3,-5
Cc1ccc(-c2nnc(-c3cccc(Br)c3)o2)cc1,-0.1,1,1,-1.0,-10,5,-1,-0.3,-14
